Hsp90 Hop PPI = changes Hsp90-Hop TPR2A binding signal, up or down. AlphaScreen TPR2A-His6 binding biotin-Hsp90 C-terminal peptide. Potency, µM (titrated, usually from 57 µM), without a hit: at the highest dose activity change, negative = inhibition. hit rate 0.44% among 71,000; active means well fitted curve in either direction with a large enough effect; inconclusive means small, poorly fitted or top-dose-only effect, or another doubt; further: potency means the concentration at half of the fitted maximal effect; on the % scale 0 is the no-effect control and ±100 the full control effect; many of its hits are not listed in these tables
FLuc inh = blocks Photinus pyralis firefly luciferase activity. Potency, µM (doses to about 57.1 µM), for the others: top-dose activity change, negative = inhibition, usual class: inhibitors. purified firefly luciferase, luminescence, 8 min. hit rate 2.2% among 72,000; further: potency means the concentration at half of the fitted maximal effect; on the % scale 0 is the no-effect control and ±100 the full control effect; nearly all actives have a fitted effect of over 40% in size
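Titration-based qHTS; buffer 50 mM imidazole pH 7.2, 50 mM KCl, 7 mM MgCl2, 10 uM ATP, 0.01% Tween 20, 0.05% BSA; luciferase/luciferin detector mix added after compound; 8 min, ambient; luminescence.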
HADH2 inh = blocks human hydroxyacyl-CoA dehydrogenase type II. recombinant HADH2, NADH fluorescence, beta-hydroxybutyryl-CoA. Q99714. AID 886. Potency, µM (top dose mostly 57.1 µM), for inactives: at the highest dose activity change, negative = inhibition, usual class: inhibitors. hit rate 3.4% among 73,000; further: potency means the concentration at half of the fitted maximal effect; on the % scale 0 is the no-effect control and ±100 the full control effect; nearly all actives have a fitted effect of over 60% in size; many of its hits are not listed in these tables
Target sequence (Q99714 whole entry, looked up, one chain of several): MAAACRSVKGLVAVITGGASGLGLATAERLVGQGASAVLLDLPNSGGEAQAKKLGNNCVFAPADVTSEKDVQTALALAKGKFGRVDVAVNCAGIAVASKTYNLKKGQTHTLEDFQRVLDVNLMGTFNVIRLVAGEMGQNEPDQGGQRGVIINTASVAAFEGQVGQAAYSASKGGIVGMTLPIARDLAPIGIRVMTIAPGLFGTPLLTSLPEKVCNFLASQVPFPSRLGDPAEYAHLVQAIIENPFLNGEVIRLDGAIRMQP
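NADH fluorescence (ex 360/em 450 nm) read every 30 s for 4 min; activity taken as last-minus-first time point difference. Enzyme 20 nM, NAD+ 1 mM, beta-hydroxybutyryl-CoA 90 uM, pH 9.0 Tris buffer.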
ERK AVP block = blocks ERK signaling stimulated by vasopressin; HEK293-V1b, vasopressin-stimulated pERK AlphaScreen; Potency, µM (doses to about 57.5 µM), inactives show at the top dose activity, negative = inhibition, hits mostly inhibitors; hit rate 0.99% among 72,000; AID 995; further: potency means the concentration at half of the fitted maximal effect; on the % scale 0 is the no-effect control and ±100 the full control effect; nearly all actives have a fitted effect of over 55% in size
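Phosphorylated ERK1/2 detected via AlphaScreen bead proximity in lysates of V1b-expressing HEK293 cells given 25 nM vasopressin for 5 min after 30 min compound exposure (37 °C). AC50 from Hill equation; basal DMSO 0%, vasopressin 100%.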
Tau filament bind = binds recombinant human tau filaments; Potency, µM (series often up to 57.1 µM), inactives show at the highest dose activity change, negative = inhibition; hit rate 2% among 71,000; recombinant tau filaments, thioflavin S fluorescence, 15 h; filaments grown with octadecylsulfate alongside compound; P10636;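 further: potency means the concentration at half of the fitted maximal effect; on the % scale 0 is the no-effect control and ±100 the full control effect; actives lower thioflavin S fluorescence by blocking filaments or displacing dye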
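Recombinant tau protein (human, 1 uM final) plus 30 uM ODS in HEPES pH 7.4 with NaCl, DTT and thioflavine S. Compound present from the start; fluorescence at 510 nm after 15 h, 37 C.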
CRE-bla Fsk = CRE-bla signaling modulation under forskolin stimulation | CHO CRE-bla reporter (cAMP response element driving beta-lactamase), forskolin EC10, beta-lactamase ratio | AID 662 | Potency, µM (highest dose often 38.2 µM), inactives show top-dose activity change, negative = inhibition, most hits filed as activators | hit rate 2.5% among 71,000; active means well fitted activation curve with a large enough effect in the signal ratio, with a control signal flat, not every such curve was filed as active; inconclusive means small, poorly fitted or top-dose-only effect, or effect the other way, or a change in a side signal; the % refers to the signal ratio; further: potency means the concentration at half of the fitted maximal effect; % of control where 0% means no effect
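Modulation of forskolin signalling: compounds in titration series added with EC10 NKH 477 to CHO cells carrying a CRE-driven beta-lactamase reporter, 3 h, 37C. CCF4 FRET ratio (460/530 nm, ex 405 nm) gives %activity and AC50.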
ALOX15 inhib = 15-hLO (ALOX15) enzyme inhibition | P16050 | purified 15hLO-1, xylenol orange hydroperoxide absorbance | Potency, µM (doses to about 57.1 µM), for the others: at the highest dose activity change, negative = inhibition, usual class: inhibitors | hit rate 1.4% among 74,000 | AID 887; further: potency means the concentration at half of the fitted maximal effect; on the % scale 0 is the no-effect control and ±100 the full control effect; nearly all actives have a fitted effect of over 55% in size
Target sequence (P16050 whole entry, looked up): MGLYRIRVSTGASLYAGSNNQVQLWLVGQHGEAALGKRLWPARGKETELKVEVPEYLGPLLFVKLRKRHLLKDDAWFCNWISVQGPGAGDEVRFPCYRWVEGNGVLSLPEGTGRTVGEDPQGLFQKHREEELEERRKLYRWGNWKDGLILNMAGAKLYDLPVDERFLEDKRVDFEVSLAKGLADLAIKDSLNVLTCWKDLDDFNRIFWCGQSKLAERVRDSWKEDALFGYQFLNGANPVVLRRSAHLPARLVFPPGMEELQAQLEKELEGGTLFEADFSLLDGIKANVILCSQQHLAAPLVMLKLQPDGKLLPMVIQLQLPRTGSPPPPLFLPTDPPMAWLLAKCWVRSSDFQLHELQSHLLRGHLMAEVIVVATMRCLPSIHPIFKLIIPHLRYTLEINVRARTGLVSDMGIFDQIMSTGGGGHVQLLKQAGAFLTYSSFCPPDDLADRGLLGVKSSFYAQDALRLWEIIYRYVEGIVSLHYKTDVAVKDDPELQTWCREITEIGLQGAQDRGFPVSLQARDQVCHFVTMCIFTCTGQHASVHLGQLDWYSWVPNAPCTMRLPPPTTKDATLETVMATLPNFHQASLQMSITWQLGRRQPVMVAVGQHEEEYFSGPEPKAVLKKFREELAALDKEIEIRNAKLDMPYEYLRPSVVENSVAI
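Readout: Fe(III)-xylenol orange absorbance, 573-to-405 nm ratio as reaction progress. Enzyme 40 nM purified human 15hLO-1, substrate 50 uM arachidonic acid, 6 min RT after 15 min compound preincubation; Hepes pH 7.5 buffer with Triton X-100.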
Pol III holo inh = DNA polymerase III holoenzyme inhibition. reconstituted DNA polymerase III holoenzyme replication, biochemical. Potency, µM (top dose mostly 57.1 µM), for the others: at the top dose activity change, negative = inhibition. hit rate 0.25% among 71,000; further: potency means the concentration at half of the fitted maximal effect; on the % scale 0 is the no-effect control and ±100 the full control effect
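Reconstituted *E. coli* holoenzyme (0.35 nM Pol III, 1 nM beta, 154 nM SSB, 2 nM primase) was preincubated with compound for 15 min at RT. Synthesis on 1.4 nM ssM13Gori ran 35 min, then was stopped with PicoGreen/EDTA and read as dsDNA fluorescence.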
Texas Red fluor = Texas Red region autofluorescence; Compound fluorescence, Texas Red channel, 547/618 nm; hits give high values; max dye-equivalent concentration, M; hit rate 0.06% among 59,000; AID 587; in the data active means max dye-equivalent concentration above about 10 nM; inconclusive means between about 1.1 nM and that limit
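Spectral interference profiling: each compound concentration's relative fluorescence, read with a 547 nm excitation and 618 nm emission filter pair, was normalized to a per-plate Texas Red standard curve.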
Rhodamine autofl = compound fluoresces in the rhodamine spectral region; Rhodamine-region fluorescence, 547/598 nm, Tris buffer; hits give high values; max dye-equivalent concentration, M; hit rate 0.05% among 59,000; AID 594; in the data active means max dye-equivalent concentration above about 11 nM; inconclusive means between about 1.1 nM and that limit
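Intrinsic compound fluorescence, ex 547 / em 598 nm, CCD imager. Tris 100 mM pH 8.0; 15 min RT. Output = rhodamine dye-equivalent concentration at each compound concentration.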
HBB splicing = hemoglobin beta splicing modulation | AID 925 | hit rate 0.06% among 65,000 | HBB splicing reporter cell assay, activation; EGFP reporter with mutant IVS2-654 intron; response scale: normalised to 500 nM splice-correcting PNA | Potency, µM (highest dose often 46.1 µM), for the others: at the highest dose activation, hits mostly activators; further: potency means the concentration at half of the fitted maximal effect; 0% is about no effect
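Compounds were applied for 2 days to HeLa EGFP-654 cells, 500/well in Optimem with 2% FCS. The reporter's EGFP is disrupted by mis-splicing of beta-globin intron IVS2-654. Readout: summed well GFP fluorescence from 488 nm laser scanning; reference was 500 nM antisense […] 654 PNA.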
* hit, by the source's call; i = inactive; ? = inconclusive; . = not tested or not shown; [ ] = remark or other dose. Unless noted, the call rests on the fitted dose curve; in most records, active means well fitted curve in the direction sought with a large enough effect; inconclusive means small, poorly fitted or top-dose-only effect, or another doubt; inactive means no such curve, though single readings can be large; an effect the other way counts as inactive or inconclusive.

The line under a structure holds: CRE-bla Fsk | FLuc inh | HADH2 inh | ERK AVP block | Hsp90 Hop PPI | HBB splicing | Texas Red fluor | ALOX15 inhib | Rhodamine autofl | Tau filament bind | Pol III holo inh
O=C(O)CCC(=O)Nc1nc(-c2ccccc2)cs1
 : -5% | 1% | 9% | 5% | -2% | -9.3% | i | 6% | i | 3% | -5%
S=c1[nH]nc(-c2ccccc2)n1C1C=CCCC1 (stereo not given)
 : 5% | 2% | -30% | -7% | -1% | -2.2% | . | -22% | . | 10% | -4%
COC(=O)c1cc(=O)n(Cc2cccs2)c(=NCc2cccs2)s1
 : ? | 3% | 6% | -9% | -5% | 0.3% | i | 7% | i | 4% | 2%
COc1ccccc1CN1CCCC2(CCN(C(=O)c3c(C)noc3C)CC2)C1
 : -3% | 2%[11.4 µM] | 11% | 19% | -5% | 3.1% | ? | -4% | i | 2% | -3%
CCOC(=O)C1C(=O)CC(O)(c2ccccc2)CC1c1ccccc1 (stereo not given)
 : 6% | 0% | 9% | 12% | -2% | -0.2% | ? | -1% | i | -23% | 0%
COCC(=O)N1CCC2(CC1)CN(C(c1ccccc1)c1ccccc1)C2
 : -7% | 0%[11.4 µM] | 9% | 0% | -3% | 1.5% | i | 2% | i | 4% | 10%
Cn1c(=O)c2c(nc(Br)n2Cc2ccccc2Cl)n(C)c1=O
 : 4% | 0% | 21% | -10% | -2% | . | ? | 0% | i | 2% | -5%
O=C(Nc1nc2c(s1)CCc1ccccc1-2)c1cccs1
 : ? | -22% | -4% | 5% | 6% | . | i | -25% | i | 55% | 1%
O=C(NCCc1c[nH]c2ccccc12)c1c(Cl)nc2sccn12
 : ? | 1% | 10% | -13% | -2% | -0.2%[57.5 µM] | i | -3% | i | 5% | -7%
COc1ccc(N2C(C)=CS/C2=C(/C#N)c2nnc(N3CCOCC3)n2-c2ccccc2)cc1
 : 9% | 2% | 4% | -6% | -3% | -0.1% | i | -2% | i | -5% | -2%
COc1ccc(S(=O)(=O)NC2CCCCC2)c(C)c1C
 : -1% | 2% | 3% | 3% | 0% | 0.5% | ? | -11% | i | -6% | 2%
Cc1noc(NS(=O)(=O)c2cccc3c(N(C)C)cccc23)c1C
 : ? | 2% | -10% | 4% | 1% | . | . | -39%[25.6 µM] | . | ? | -4%
Cc1nc2ccccc2c(=O)n1/N=C/c1ccccn1
 : -1% | -2% | -1% | -7% | -5% | -1.8% | ? | 14% | i | 3% | 1%
c1cncc(CNc2c3c(nc4nnnn24)CCCC3)c1
 : 8% | 0% | 0% | -13% | -3% | . | i | 14% | i | 0% | -2%
CCOC(=O)c1nnn(-c2nonc2N)c1CSc1ccc(C)cc1
 : 1% | 1% | -8% | ? | 4% | -1.4% | i | -22% | i | -8% | -4%
Cc1ccc(CN2CCNC(=O)C2CC(=O)O)o1 (stereo not given)
 : -2% | 2% | -4% | . | -3% | 0.6% | . | -5% | . | 8% | -5%
CCOC(=O)Cc1csc(NC(=O)CSc2nnc(-c3ccncc3)n2Cc2ccco2)n1
 : 6% | 1% | 10% | -28% | ? | 0.1%[57.5 µM] | i | -3% | i | -7% | -3%
O=C(CSCCc1ccccn1)Nc1ccccn1
 : -10% | 1% | -6% | 16% | -9% | -2.8% | i | 12% | i | 10% | 0%
Cc1cc(C)c2c(C)nn(C3CCCCC3)c2n1
 : ? | -2% | ? | -14% | 5% | 2.4% | ? | -9% | i | 8% | -1%
CC1=C(C)CC2C(=O)N(c3cccc4ccccc34)C(=O)C2C1 (stereo not given)
 : -23% | -3% | ? | . | -1% | -0.8% | . | -11% | . | -24% | 3%

Complete entries, looked up by structure. Order of screens: CRE-bla Fsk, FLuc inh, HADH2 inh, ERK AVP block, Hsp90 Hop PPI, HBB splicing, Texas Red fluor, ALOX15 inhib, Rhodamine autofl, Tau filament bind, Pol III holo inh
`COCC(=O)N1CCC2(CC1)CN(C(c1ccccc1)c1ccccc1)C2` in the list: -7%, 0%[11.4 µM], 9%, 0%, -3%, 1.5%, i, 2%, i, 4%, 10%
`O=C(NCCc1c[nH]c2ccccc12)c1c(Cl)nc2sccn12` in the list: ?, 1%, 10%, -13%, -2%, -0.2%[57.5 µM], i, -3%, i, 5%, -7%
`S=c1[nH]nc(-c2ccccc2)n1C1C=CCCC1` (stereo not given) in the list: 5%, 2%, -30%, -7%, -1%, -2.2%, ., -22%, ., 10%, -4%

Following part:
The line under a structure holds: CRE-bla Fsk | FLuc inh | HADH2 inh | ERK AVP block | Hsp90 Hop PPI | HBB splicing | Texas Red fluor | ALOX15 inhib | Rhodamine autofl | Tau filament bind | Pol III holo inh
CCCCN=C(C)C1=C(O)CSC1=O
 : 9% | 0% | -3% | -18% | -3% | 0.6% | . | 23% | . | -4% | -1%
O=C(O)C1C2CCCCC2=C2CCCCC2C1C(=O)O (stereo not given)
 : 1% | 1% | -14% | 0% | -1% | 0.5%[9.22 µM] | . | -11% | . | 0% | -16%
Nc1ccc(N)c(Cl)c1
 : -1% | . | ? | -11% | -22% | -1.4% | . | ? | . | 32µM* | -7%
Cc1ccc(Nc2nc(Oc3ccc(=O)[nH]n3)nc(N(C)C)n2)cc1
 : 10% | -2% | 9% | -19% | -5% | -0.5% | i | -7% | i | 9% | -7%
Cc1cc(C)cc(N(CC(=O)NCc2ccc3c(c2)OCO3)C(=O)CCC(=O)Nc2ccccn2)c1
 : -7% | 2% | -1% | -14% | -1% | -0.2%[57.5 µM] | i | 5% | i | -3% | 1%
CCCNc1nc2c(c(=O)n(C)c(=O)n2C)n1CCC(C)C
 : ? | -3% | 3% | ? | -3% | -3.0% | i | -12% | i | 14% | 0%
CC(=O)N1CCC(O)(c2cccc(C(F)(F)F)c2)CC1
 : -5% | 0% | 0% | -8%[11.5 µM] | -1% | . | i | -1% | i | 2% | 6%
COc1ccc(CCNC(=O)Cn2nnc(-c3cccc(OC)c3OC)n2)cc1OC
 : ? | 2% | 5% | ? | -3% | -1.9% | i | 1% | i | 1% | -1%
CCNc1nc(Oc2ccc(C(=O)OCC)cc2)nc(SC)n1
 : ? | 1% | 3% | 6% | 4% | 0.8% | . | -7% | . | 30% | -3%
COc1ccc(S(=O)(=O)N2CCN(CC(=O)Nc3ccc(F)c(F)c3)CC2)cc1
 : ? | 0% | 8% | 13% | -6% | 4.1% | i | 2% | i | 8% | 9%
COc1ccc(CNc2cc(-c3ccccc3CN(C)C)ncn2)c(OC)c1
 : 0% | -4%[2.29 µM] | -11% | -2% | 0% | -0.2% | i | -6% | i | 0% | -4%
COc1ccccc1NC(=O)N1CCN(c2cc(-c3ccccc3)nc3ncnn23)CC1
 : ? | -3% | -3% | -23% | 0% | -3.2% | i | 1% | i | -3% | -2%
COc1ccc(CNC(=O)c2cc3c(C)nc4ccccc4c3o2)c(OC)c1
 : ? | 1% | 129%[activator] | ? | -2% | -0.7% | . | -8% | . | i | -9%
O=[N+]([O-])c1cccc(Cl)c1
 : -10% | . | 4% | 1% | 2% | 0.5% | . | 0% | . | -12% | -4%
COC(=O)N1CCC[C@@]2(CCN(C(=O)Nc3cccc(F)c3)C2)C1
 : 0% | 1%[11.4 µM] | 10% | 15% | 0% | -1.5% | i | -3% | i | 5% | -2%
O=C1CC(c2ccco2)CC(O)=C1C=NCCO (stereo not given)
 : -2% | 1% | -25% | 16% | -2% | -6.8% | . | -1% | . | 23% | -1%

Of the compounds above, three contain fluorine.
The line under a structure holds: CRE-bla Fsk | FLuc inh | HADH2 inh | ERK AVP block | Hsp90 Hop PPI | HBB splicing | Texas Red fluor | ALOX15 inhib | Rhodamine autofl | Tau filament bind | Pol III holo inh
CC(=O)N1CCC(O)(c2cccc(C(F)(F)F)c2)CC1
 : -5% | 0% | 0% | -8%[11.5 µM] | -1% | . | i | -1% | i | 2% | 6%
COc1ccc(S(=O)(=O)N2CCN(CC(=O)Nc3ccc(F)c(F)c3)CC2)cc1
 : ? | 0% | 8% | 13% | -6% | 4.1% | i | 2% | i | 8% | 9%
COC(=O)N1CCC[C@@]2(CCN(C(=O)Nc3cccc(F)c3)C2)C1
 : 0% | 1%[11.4 µM] | 10% | 15% | 0% | -1.5% | i | -3% | i | 5% | -2%

Screening results from PubChem BioAssay.

Not all compounds are listed. The share of hits here may be higher or lower than overall.
